Screens deposited in PubChem BioAssay by National Center for Advancing Translational Sciences (NCATS).
GAA inh: inhibitors of human lysosomal alpha-glucosidase; P10253; purified human GAA, 4-MU-alpha-glucoside fluorescence; 200,000 tested, 0.005% active; Potency, µM (titrated, usually from 76.9 µM), for inactives: top-dose activity change, negative = inhibition, actives largely listed as inhibitors;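 further: plate controls were uninhibited enzyme wells for no effect and no-enzyme background for full effect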
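Activity normalized between no-enzyme (basal) and enzyme-only wells. Conditions: 4 nM human enzyme, 400 uM fluorogenic substrate, citrate/phosphate pH 5.0 with Tween-20, 20 min room temperature, compounds up to 77 uM.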
GAA glycogen: GAA glycogen-cleavage inhibition or activation; 300,000 tested, 0.38% active; Potency, µM (highest dose often 76.4 µM), for inactives: at the top dose activity change, negative = inhibition, hits mostly inhibitors; P10253; recombinant GAA, glycogen substrate, Amplex Red glucose oxidase fluorescence;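 further: 0% = full enzyme reaction and -100% = no-enzyme basal signal; the screen sought inhibitors and activators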
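Recombinant enzyme (4 nM final) with compounds titrated up to 77 uM and bovine liver glycogen (30 ug) in citrate pH 5.0, 0.01% Tween-20, 37 C 40 min. Released glucose detected by Amplex Red/glucose oxidase (Ex 573/Em 610); AC50 from Hill fits.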
SMN2 splice enh: increases expression of the SMN2 splice variant; HEK293 SMN2-luciferase splicing reporter, luminescence, 30-36 h; Potency, µM (doses to about 46.1 µM), inactives show at the top dose activity change, positive = activation, usual class: activators; 210,000 tested, 2.8% active; AID 1458; further: % of control where 0% means no effect; nearly all actives have a fitted effect of over 55% in size
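HEK293 cells carry an SMN2 minigene-luciferase reporter in which exon 7 inclusion puts luciferase in frame. Cells were seeded at 2000 cells/well, attached for 10-12 hours, then exposed to compounds for 30-36 hours at 37C before ONE-Glo luminescence.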
aGal spleen mod: inhibits or activates alpha-galactosidase in human spleen homogenate; P06280; human spleen homogenate, 4MU-alpha-Gal fluorescence, 40 min; Potency, µM (series often up to 80 µM), inactives show top-dose activity change, negative = inhibition, usual class: inhibitors; 240,000 tested, 0.008% active;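 further: 0% = enzyme with vehicle and -100% = no enzyme basal signal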
Target sequence (P06280 32-429 limits assumed): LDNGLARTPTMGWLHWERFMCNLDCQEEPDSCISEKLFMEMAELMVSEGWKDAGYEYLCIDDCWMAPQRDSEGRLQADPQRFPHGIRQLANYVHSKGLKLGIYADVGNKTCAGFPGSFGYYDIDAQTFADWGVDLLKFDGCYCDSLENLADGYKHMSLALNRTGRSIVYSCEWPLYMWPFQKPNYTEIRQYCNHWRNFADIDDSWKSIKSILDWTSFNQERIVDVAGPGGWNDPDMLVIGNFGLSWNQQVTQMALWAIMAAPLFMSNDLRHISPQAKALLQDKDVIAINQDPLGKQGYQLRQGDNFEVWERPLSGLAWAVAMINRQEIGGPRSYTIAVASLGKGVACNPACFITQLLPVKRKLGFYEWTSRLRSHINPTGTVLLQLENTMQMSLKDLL
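qHTS titration in buffer at pH 5.0. Alpha-galactosidase activity in spleen homogenate was measured via 4-methylumbelliferone release from 1 mM fluorogenic substrate after 40 min at 37C and a pH 10 stop. AC50 came from Hill fits of control-normalized data.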
GAA spleen mod: inhibits or activates alpha-glucosidase in human spleen homogenate; P10253; human spleen homogenate, 4-MU-alpha-glucoside fluorescence; Potency, µM (series often up to 79.9 µM), for the others: at the top dose activity change, negative = inhibition, actives largely listed as inhibitors; 240,000 tested, 0.006% active;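 further: 0% = enzyme with vehicle and -100% = no enzyme basal signal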
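Compounds were titrated against alpha-glucosidase in spleen homogenate at pH 5.0, with 1 mM 4-methylumbelliferyl substrate for 40 min at 37 C. Reactions were quenched with pH 10 NaOH/glycine and fluorescence measured.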
KDM4E inh: JMJD2E (human) inhibition. B2RXH2. JMJD2E catalytic domain, FDH-coupled NADH fluorescence (FDH is formaldehyde dehydrogenase). Potency, µM (series often up to 57.1 µM), without a hit: at the top dose activity change, negative = inhibition, most hits filed as inhibitors. 230,000 tested, 1.6% active; active means well fitted inhibition curve with a large enough effect, not every such curve was filed as active; inconclusive means small, poorly fitted or top-dose-only effect, or another doubt; inactive means no such curve, though single readings can be large or run the other way;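 further: 0% = wells with enzyme and -100% = buffer wells without enzyme; nearly all actives have a fitted effect of over 50% in size; many of its hits are not listed in these tables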
Target sequence (B2RXH2 1-337 limits assumed): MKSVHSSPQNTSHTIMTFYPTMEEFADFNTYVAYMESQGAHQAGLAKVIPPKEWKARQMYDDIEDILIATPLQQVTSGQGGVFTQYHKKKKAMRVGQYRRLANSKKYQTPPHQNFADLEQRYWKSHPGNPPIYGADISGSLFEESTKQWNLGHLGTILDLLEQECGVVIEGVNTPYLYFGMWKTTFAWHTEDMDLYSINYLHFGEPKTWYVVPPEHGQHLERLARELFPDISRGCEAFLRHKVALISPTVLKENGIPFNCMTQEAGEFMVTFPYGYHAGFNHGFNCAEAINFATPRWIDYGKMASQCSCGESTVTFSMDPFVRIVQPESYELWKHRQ
ALDH1A1 block: ALDH1A1 (human) enzyme inhibition; Potency, µM (titrated, usually from 75.3 µM), for the others: top-dose activity, negative = inhibition, most hits filed as inhibitors; Purified ALDH1A1, NADH fluorescence, propionaldehyde substrate; 220,000 tested, 7.3% active; AID 1030; P00352; active means well fitted inhibition curve with a large enough effect, not every such curve was filed as active; inconclusive means small, poorly fitted or top-dose-only effect, or another doubt; inactive means no such curve, though single readings can be large or run the other way;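 further: plate controls were no enzyme wells and a reference inhibitor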
GoLoco inh red: inhibitors of human Gai1-RGS12 GoLoco interaction (red fluorophore); Gai1:RGS12 GoLoco peptide FP, rhodamine, 10 min; Potency, µM (top dose mostly 61.6 µM), for inactives: top-dose activity, negative = inhibition, actives largely listed as inhibitors; 230,000 tested, 0.44% active; AID 880; active means well fitted inhibition curve with a large enough effect, not every such curve was filed as active; inactive means no such curve, though single readings can be large or run the other way; further: on the % scale 0 is the no-effect control and ±100 the full control effect; nearly all actives have a fitted effect of over 30% in size; many of its hits are not listed in these tables
Target sequence (P63096 whole entry, looked up): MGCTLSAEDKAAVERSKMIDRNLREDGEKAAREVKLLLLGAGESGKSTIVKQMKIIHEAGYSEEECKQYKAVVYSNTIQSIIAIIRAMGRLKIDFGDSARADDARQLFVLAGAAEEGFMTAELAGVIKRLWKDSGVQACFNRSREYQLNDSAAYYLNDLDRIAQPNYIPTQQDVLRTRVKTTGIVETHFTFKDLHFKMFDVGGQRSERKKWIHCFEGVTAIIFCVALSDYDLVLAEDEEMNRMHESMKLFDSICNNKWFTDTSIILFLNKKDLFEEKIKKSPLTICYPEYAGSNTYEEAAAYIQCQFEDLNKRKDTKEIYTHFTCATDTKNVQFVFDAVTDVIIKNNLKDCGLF
The depositor's hits bear a star; ? = inconclusive; / = no result given; [ ] = remark or other dose. Unless noted, the call rests on the fitted dose curve; in most records, active means well fitted curve in the direction sought with a large enough effect; inconclusive means small, poorly fitted or top-dose-only effect, or another doubt; inactive means no such curve, though single readings can be large; an effect the other way counts as inactive or inconclusive. Potency means the concentration at half of the fitted maximal effect.

SMILES,GAA inh,GAA glycogen,SMN2 splice enh,aGal spleen mod,GAA spleen mod,KDM4E inh,ALDH1A1 block,GoLoco inh red
COc1ccc(OCc2csc(N)n2)cc1,-3%,8%,13µM*,-18%,1%,-5%,11%,1%
CC1(C)NC(=O)N(CCCCOc2ccc3c(c2)CCC3)C1=O,-5%,7%,-42%[inhibitor],-2%,-6%,3%,?,4%
COc1ccccc1N(CC(O)Cn1c2ccccc2c2ccccc21)S(=O)(=O)c1ccccc1 (configuration not stated),-10%,-6%,-13%,4%,-2%,3%,-2%,-5%
Cc1occc1-c1nnc(SCC(=O)NCc2ccco2)n1CC(C)C,-8%,-1%,-14%,-14%,-18%,?,?,-1%
Cc1c(Cl)cccc1Nc1nc(N)nc(CSC(=S)N2CCOCC2)n1,-3%,1%,10%,3%,-7%,6%,-4%,-2%
CC(=O)Nc1cc2c(cc1C(=O)c1ccc(C)cc1)OCCO2,-1%,5%,-17%,-1%,-3%,-1%,0%,-1%
CC(C)(c1ccccc1)c1ccc(OCCn2cnc3ccccc3c2=O)cc1,-9%,-16%,-12%,-13%,-2%,-17%,-6%,4%
Cn1cnnc1Sc1ccc(CN2CCN(C3CCCC3)C(CCO)C2)o1 (configuration not stated),-1%,-5%,/,-16%,-4%,-13%,-7%,10%
O=C(O)COc1cccc2nsnc12,-7%,6%,11%,3%,4%,20µM*,?,-11%
O=C(O)COc1ccccc1/C=N/NC(=O)CN1CCN(Cc2ccc(Cl)cc2)CC1,/,5%,/,9%,8%,-2%,/,8%
COC(=O)C1=C(C)[C@H](O)[C@@H](C)[C@](C)(c2cc(OC)c(C)c(OC)c2COc2ccccc2)O1,/,/,-8%,12%,-8%,2%,9%,5%
Cn1cc(CC(=O)NCCN2CCOCC2)c2ccccc21,0%,4%,6%,-1%,1%,-18%,11%,-5%
N#CSCC(=O)c1cccc2ccccc12,0%,-14%,-2%,7%,1%,2%,1.6µM*,6%
CCCc1cc(=O)[nH]c(SCC(=O)c2cc(C)n(CC(F)(F)F)c2C)n1,8%,-8%,-9%,1%,3%,0%,-1%,9%
Nc1ccc(Br)c2c1C(=O)c1ccccc1C2=O,-8%,2%,-2%,-1%,-4%,6%,?,132%[activator]

Given as labelled records: two of the compounds above.
CC(C)(c1ccccc1)c1ccc(OCCn2cnc3ccccc3c2=O)cc1
  GAA inh: -9%
  GAA glycogen: -16%
  SMN2 splice enh: -12%
  aGal spleen mod: -13%
  GAA spleen mod: -2%
  KDM4E inh: -17%
  ALDH1A1 block: -6%
  GoLoco inh red: 4%

Cn1cnnc1Sc1ccc(CN2CCN(C3CCCC3)C(CCO)C2)o1 (configuration not stated)
  GAA inh: -1%
  GAA glycogen: -5%
  SMN2 splice enh: /
  aGal spleen mod: -16%
  GAA spleen mod: -4%
  KDM4E inh: -13%
  ALDH1A1 block: -7%
  GoLoco inh red: 10%

Continued:
SMILES,GAA inh,GAA glycogen,SMN2 splice enh,aGal spleen mod,GAA spleen mod,KDM4E inh,ALDH1A1 block,GoLoco inh red
N/C(=N\OC(=O)c1cccs1)c1ccc(Cl)cc1,/,-2%,/,-21%,-6%,-1%,/,-2%
COC(=O)c1ccc2c(=O)n3c(nc2c1)SCC(c1ccccc1)=N3,2%[15.4 µM],1%,-2%,5%,-2%,-2%,?,4%
Cc1ccc(N(C(=O)c2ccc(S(=O)(=O)N3CCOCC3)cc2)C2C=CS(=O)(=O)C2)cc1 (configuration not stated),-10%,-1%,-2%,5%,-7%,7%,-12%,0%
COC(=O)c1ccc(CN(c2ccccc2Cl)S(C)(=O)=O)cc1,-11%,10%,-4%,-3%,3%,5%,13%,2%
OCCC1CN(Cc2ccccn2)CCN1C1CCCC1 (configuration not stated),/,-7%,/,16%,-4%,-18%,7%,5%
COc1ccc2nc3cc(Cl)ccc3c(C#N)c2c1,/,7%,/,-15%,1%,?,/,3%
O=C(CN1CCN(Cc2ccc(F)cc2Cl)C1=O)NCCc1ccccc1,-3%,-4%,6%,0%,2%,6%,-3%,10%
CNC(=S)N1N=C(c2ccccc2)CC1c1ccccc1Cl (configuration not stated),/,6%,/,-4%,-1%,-6%,?,3%
NC(C(=O)O)c1cc(O)cc(O)c1 (configuration not stated),/,/,-1%,3%,-6%,/,?,11%
C/C(=N/NC(=O)c1ccccn1)c1ccco1,1%,?,?,-7%,-16%,-4%,2%,12%
O=C(NC(=O)N1CCN(C(c2ccccc2)c2ccccc2)CC1)c1ccccc1,/,-25%,/,-3%,1%,-12%,/,5%
COc1ccc(CNCC(O)(c2ccccc2)c2ccccc2)cc1OC,2%,-1%,-46%[inhibitor],8%,5%,20%,9%,-1%
C=CCn1c(SCn2nnc3ccccc3c2=O)nnc1C1CCCCC1,3%,2%,-7%,-1%,-2%,1%,0%,-1%
COc1cc(C(=O)NC(=S)Nc2csc(-c3ccc(F)cc3)n2)cc(OC)c1OC,?,-7%,/,1%,2%,1%,-3%,12%
COc1ccc(-c2csc(NC(=O)c3ccc(S(=O)(=O)N4CCc5ccccc5C4)cc3)n2)cc1,-9%,2%,-49%[inhibitor],1%,-13%,?,7%,5%

Continued:
SMILES,GAA inh,GAA glycogen,SMN2 splice enh,aGal spleen mod,GAA spleen mod,KDM4E inh,ALDH1A1 block,GoLoco inh red
O=C(c1ccccc1)c1ccc2c(c1)OCCCO2,/,2%,/,1%,2%,-3%,/,12%
CCCc1nnc(SCC(=O)N2CCCCC2C)n1CC (configuration not stated),-14%,2%,-3%,10%,-14%,-4%,5%,12%
CCN1CCCC1CN(Cc1cc2cc(C)cc(C)c2[nH]c1=O)C(=O)Nc1ccccc1OC (configuration not stated),1%,?,-5%,4%,-5%,-24%,?,10%
NNC(=O)c1ccc2c(c1)S(=O)(=O)NNC2=O,0%,-1%,18%,-1%,4%,-13%,?,4%
CCCN(CCC(=O)Nc1ccccc1F)CC1CC1,-15%,2%,4%,-7%,-6%,3%,8%,3%
COC(CN(C(=O)CCl)C(C(=O)NC1CCCCC1)c1ccc(Cl)cc1)OC (configuration not stated),-4%,-1%,-34%[inhibitor][1.84 µM],-6%,-3%,-15%,-6%,9%
O=C1C2CC=CCC2C(=O)N1c1ncn[nH]1 (configuration not stated),-3%,8%,-4%,-9%,3%,-2%,5%,1%
CCNc1nc(C23CC4CC(CC(C4)C2)C3)cs1,4%,-16%,-55%[inhibitor],5%,4%,-2%,-11%,5%
O=C(NCc1ccccc1)c1cc2nc(C3CC3)cc(C(F)(F)F)n2n1,2%,0%,9%,1%,-17%,-6%,-7%,3%
OC(COc1ccccc1)CN1CCN(c2ncccn2)CC1 (configuration not stated),9%,3%,25%,8%,1%,5%,-1%,0%
Cc1ccnc(NC(=O)c2cc3ccccc3oc2=O)c1,4%,8%,11µM*,10%,7%,5%,-4%,-2%
COC(=O)Cc1c(C(=O)OC)nnn1-c1ccc(OC)cc1,-1%,6%,0%,0%,3%,-5%,-1%,3%
CS(=O)(=O)c1cnc(-c2ccccc2)nc1-c1ccccc1Cl,5%,3%,-7%,-9%,-11%,-1%,-9%,1%
CCCCn1c(N)nc2ccccc21,1%,-4%,-10%,2%,1%,-1%,-4%,-20%
COC(=O)Cc1ccc(NC(=S)N2CCCC(C)C2)cc1 (configuration not stated),4%,5%,?,-8%,0%,10%,?,-4%

Retrieved one by one from the list above:
SMILES,GAA inh,GAA glycogen,SMN2 splice enh,aGal spleen mod,GAA spleen mod,KDM4E inh,ALDH1A1 block,GoLoco inh red
COC(=O)Cc1c(C(=O)OC)nnn1-c1ccc(OC)cc1,-1%,6%,0%,0%,3%,-5%,-1%,3%
CCN1CCCC1CN(Cc1cc2cc(C)cc(C)c2[nH]c1=O)C(=O)Nc1ccccc1OC (configuration not stated),1%,?,-5%,4%,-5%,-24%,?,10%
O=C1C2CC=CCC2C(=O)N1c1ncn[nH]1 (configuration not stated),-3%,8%,-4%,-9%,3%,-2%,5%,1%
CCCN(CCC(=O)Nc1ccccc1F)CC1CC1,-15%,2%,4%,-7%,-6%,3%,8%,3%
O=C(c1ccccc1)c1ccc2c(c1)OCCCO2,/,2%,/,1%,2%,-3%,/,12%
NNC(=O)c1ccc2c(c1)S(=O)(=O)NNC2=O,0%,-1%,18%,-1%,4%,-13%,?,4%
CS(=O)(=O)c1cnc(-c2ccccc2)nc1-c1ccccc1Cl,5%,3%,-7%,-9%,-11%,-1%,-9%,1%

(listing goes on)
SMILES,GAA inh,GAA glycogen,SMN2 splice enh,aGal spleen mod,GAA spleen mod,KDM4E inh,ALDH1A1 block,GoLoco inh red
CCC1CC2(C)NC(=O)c3c(sc4c3CC(C)(C)OC4)N2C1=O (configuration not stated),4%,-3%,-39%,-6%,-4%,?,?,-5%
CCOC(=O)c1ccc(Cl)c(NC(=O)c2ccc(-c3ccccc3)cc2)c1,-2%,5%,-2%,4%,-14%,3%,13%,7%
COc1ccc(CN2C(=O)c3cccnc3C2Nc2cc(Cl)c(OC)cc2OC)cc1 (configuration not stated),6%,10%,-18%,0%,2%,16µM*,?,27%
COc1ccc(-c2c(C#N)sc(C(N)=O)c2-c2ccc(OC)cc2)cc1,-7%,26%,/,11%,8%,-5%,2µM*,-16%
CCN(C(=O)CN1CCCCC1)C1(C)C(=O)c2ccccc2C1=O,3%,-2%,10%,4%,2%,0%,0%,-1%
COc1ccc(NS(=O)(=O)c2cc(NC(=O)c3cccnc3Cl)ccc2N2CCCC2)cc1,/,?,/,6%,4%,-21%,/,8%
CC1(C)CC(=O)C2=C(C1)OC(N)=C(C#N)C2C1C=CCCC1 (configuration not stated),-2%,9%,-10%,-5%,-7%,2%,4µM*,-12%
Cn1ncc2c(NNC(=O)c3ccc(Cl)cc3Cl)ncnc21,2%,-15%,-12%,4%,-9%,?,11%,10%
CN(C)C(=O)C(=O)c1cccn1-c1cccc(Cl)c1C#N,/,4%,/,-1%,0%,-1%,-1%,0%
O=C(NCc1ccco1)c1cccc2c1C(=O)N(C1CCCCC1)C2,-3%,-6%,-8%,-4%,-3%,5%,8%,-2%
COc1ccccc1[C@@H]1C(c2ccccc2)=NN(c2ccccc2)[C@H]1C(=O)N1CCOC1=O,/,/,/,1%,9%,/,?,6%

The list is partial, so the mix of outcomes need not match the whole.
